# Screening data (PubChem BioAssay)
# aSyn 5UTR inh: MLPCN primary screen, SNCA 5' untranslated region. alpha-synuclein 5'UTR reporter, inhibitor activity. inhibition, % (tested at 7.5 µM). 0.82% of 300,000 active. AID 1813, 2009; in the data active means inhibition above about 60%; inconclusive means no clear call, values can overlap the other calls;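 further: H4 neuroglioblastoma cells stably carrying SNCA 5'UTR luciferase fusion; 0% = DMSO wells and 100% = positive control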
# IEC-6 tox: cytotoxicity in IEC-6 intestinal epithelial cells, primary screen, cytotoxicity control for KLF5 inhibitor project, cell-based, luminescence | IEC-6 cytotoxicity, luminescence viability | inhibition, % at 5 µM | 0.78% of 290,000 active; in the data active means inhibition above about 22%;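 further: 0% = plate median of test compound wells and 100% = cytotoxic reference compound wells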
# GSK3beta inhib: human GSK3beta kinase inhibitors, primary screen, biochemical, cell-free homogeneous, HTS; Glycogen synthase kinase-3 beta (Homo sapiens), P49841; GST-GSK3beta kinase, ADP-Glo luminescence, 60 min; hits give low values; 0.038% of 300,000 active; activity score (negative = inhibition), % at 10 µM;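 active means more than half of replicate wells score below -50%, meaning over 50% inhibition versus plate controls; inconclusive means some replicates but at most half score below -50%; inactive means no replicate scores below -50%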;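 further: 0% = median DMSO wells and -100% = median GW8510 positive control wells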
# Target sequence (P49841 whole entry, looked up): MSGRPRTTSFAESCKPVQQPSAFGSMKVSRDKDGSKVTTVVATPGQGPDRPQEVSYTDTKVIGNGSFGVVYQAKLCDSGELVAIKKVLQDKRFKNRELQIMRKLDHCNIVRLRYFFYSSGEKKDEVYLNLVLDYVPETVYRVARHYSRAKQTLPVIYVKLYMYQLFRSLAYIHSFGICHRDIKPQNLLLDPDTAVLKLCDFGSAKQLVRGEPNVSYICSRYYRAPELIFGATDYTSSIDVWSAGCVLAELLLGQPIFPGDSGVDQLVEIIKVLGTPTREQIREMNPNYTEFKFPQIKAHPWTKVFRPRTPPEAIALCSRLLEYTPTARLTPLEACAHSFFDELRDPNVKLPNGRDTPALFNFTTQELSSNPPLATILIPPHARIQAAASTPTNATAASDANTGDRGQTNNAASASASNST
#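 test system = GST-tagged human GSK3beta kinase, cell-free | reagent = 25 µM ATP with peptide substrate | dosing = one dose of 10 µM per compound | schedule = 60 min reaction, RT | detection = luminescent ADP-Glo measurement of ADP formed | control set = DMSO neutral wells and GW8510 at 20 µM as positive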
# HSF-1 act: HSF-1 activators, primary screen, NIH3T3-HGL cells, MG132 stress, luminescence, single point. AID 504408, 2011. 1.7% of 300,000 active. activation, % at 9 µM. NIH3T3-HGL HSF-1 luciferase reporter, 8 h; 100% = twice DMSO control signal;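 active means mean replicate activation of at least 50% with a set share of replicates each reaching 50%; inconclusive means only one of those two conditions met; inactive means mean below 50% and too few replicates reaching it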;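 further: 0% = median of the neutral control wells and 100% = twice that signal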
# DYRK1A inh: rat Dyrk1A kinase inhibitors, primary screen, biochemical, single point, plate reader; Dual specificity tyrosine-phosphorylation-regulated kinase 1A (Rattus norvegicus), Q63470; ADP-Glo luminescence, NFATc1 peptide; inhibition, % at 12.5 µM; 0.43% of 310,000 active; in the data active means inhibition above about 50%;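 further: plate controls were vehicle with enzyme for no effect and no enzyme for full effect; many of its hits are not listed in these tables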
# HSP90 refold inh: HSP90 inhibitors, primary screen, cell lysate, luminescence | Rabbit reticulocyte lysate, luciferase refolding luminescence, 3 h | inhibition, % at 5.6 µM | 0.91% of 290,000 active | AID 1789, 2009;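 active means inhibition above the screen-wide mean plus 3 SD, computed separately per campaign, cut at about 16% in these data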;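 further: 0% = DMSO wells and 100% = 60 µM geldanamycin wells; inhibitors lower the luminescence because luciferase stays unfolded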
# KLF5 inhibitor: KLF5 expression inhibitors, primary screen, DLD-1 cells, luminescence; DLD-1 KLF5 promoter-luciferase reporter; inhibition, % at 5 µM; 0.23% of 290,000 active;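 active means inhibition above a per-plate limit of that plate's mean compound inhibition plus 3 SD, cut at about 60% in these data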;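 further: 0% = DMSO wells and 100% = LY294002 at 200 µM; higher means less KLF5 promoter-driven luciferase light; inactives centre near -14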
# Platelet DG rel: inhibitors of platelet dense granule secretion, primary screen, cell-based, MLPCN, human platelets | human platelet-rich plasma, SFLLRN dense granule ATP release, luminescence | inhibition, %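 (compounds screened at 7.5 µM in platelet-rich plasma)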 | 0.22% of 300,000 active | AID 1663, 2009;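 active means mean replicate score, as percent of positive control, at or above 50; inconclusive means mean below 50 but at least one replicate at or above 50; inactive means mean and every replicate below 50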
# GSK3A inh: blockers of GSK3A enzyme activity – biochemical, luminescence, cell-free homogeneous, HTS, primary screen; GSK-3 alpha kinase, ADP-Glo luminescence, 60 min; inhibition, % at 10 µM; 0.1% of 320,000 active; AID 2650, 2010;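 in the data active means inhibition above about 50%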;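 further: GST-tagged GSK-3 alpha with peptide substrate and 25 µM ATP; 0% = DMSO neutral wells and 100% = GW8510 positive control wells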
# Target sequence (P49840 whole entry, looked up): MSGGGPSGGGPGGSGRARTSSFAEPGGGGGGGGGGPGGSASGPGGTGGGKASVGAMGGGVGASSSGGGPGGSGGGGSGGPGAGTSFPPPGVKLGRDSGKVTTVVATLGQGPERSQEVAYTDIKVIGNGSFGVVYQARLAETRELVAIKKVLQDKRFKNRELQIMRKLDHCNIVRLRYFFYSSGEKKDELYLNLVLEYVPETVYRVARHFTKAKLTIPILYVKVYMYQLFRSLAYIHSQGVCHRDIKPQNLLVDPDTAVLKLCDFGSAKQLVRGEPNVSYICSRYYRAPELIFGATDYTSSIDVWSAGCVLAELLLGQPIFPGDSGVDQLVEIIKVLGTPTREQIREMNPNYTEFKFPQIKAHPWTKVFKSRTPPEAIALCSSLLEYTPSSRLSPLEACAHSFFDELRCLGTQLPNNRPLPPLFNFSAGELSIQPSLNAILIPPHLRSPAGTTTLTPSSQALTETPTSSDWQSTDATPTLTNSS
# HSF1 inh: HSF1 inhibitors in luciferase reporter cells, primary screen, cell-based, NIH3T3, luminescence | NIH3T3-HGL HSE-luciferase, MG132-induced, luminescence 8 h; hits give low values | activity change, negative = inhibition, % at 7.5 µM (by protocol) | 0.77% of 300,000 active;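 active means more than half of replicate wells show activity change below -50%, luminescence cut by over half; inconclusive means some wells, but at most half, below -50%; inactive means no replicate well below -50%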;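 further: luciferase reports HSF-1 transcriptional activity via heat shock element; 0% = median of DMSO wells and -100% = zero luminescence signal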
# Starred values were filed as active, the others as inactive; ? = inconclusive; . = no result given.
# Under each structure – aSyn 5UTR inh	IEC-6 tox	GSK3beta inhib	HSF-1 act	DYRK1A inh	HSP90 refold inh	KLF5 inhibitor	Platelet DG rel	GSK3A inh	HSF1 inh
- CCOC(=O)c1ccc(N2C(=O)CC(N(Cc3ccc4c(c3)OCO4)C(=O)Nc3ccccc3)C2=O)cc1 (stereo unspecified)
→ 13	2	0	1	0	2	-44	-1	-2	4
- NS(=O)(=O)c1ccc(CNC(=O)c2ccc3c(=O)n4c(nc3c2)CCC4)cc1
→ 6	.	0	1	-11	.	.	-2	-4	4
- Cc1c(Cl)cccc1NC(=S)NCc1ccc(Cl)cc1
→ 23	-8	-1	26	-1	1	-32	1	-3	7
- Cc1ccc(N2C(=O)c3ccc(N)cc3C2=O)cc1
→ -182	-6	0	28	5	2	-95	1	0	22
- COc1ccc(NC(=O)CN(C)S(=O)(=O)c2ccc3c(c2)CCC(=O)N3)c(OC)c1
→ 8	-5	2	-90	2	-2	-13	-13	0	-86*
- Oc1[nH]c2ccccc2c1N=Nc1nc2ccccc2s1
→ -12	-6	0	2	1	-5	-34	2	-1	11
- CN(CC(=O)Nc1ccc(N2CCOCC2)cc1)Cc1cc(=O)n2ccsc2n1
→ -17	-3	3	-5	.	1	2	6	1	9
- Cc1ccc(NS(=O)(=O)c2cc3c4c(cccc4c2)C(=O)NC3=O)cc1
→ 6	-4	1	-1	0	0	-7	-2	-1	-1
- COc1ccc(/C=N/NC(=O)CCn2nnc3ccccc32)cc1
→ 7	4	-1	-6	8	6	-3	15	2	-4
- O=C(O)CC1(CC(=O)Nc2ccc(F)c(Cl)c2)CCCCC1
→ 6	2	3	-2	.	-2	-23	-7	2	-3
- Cc1cccc(C(=O)OCC(=O)c2c(N)n(CC(C)C)c(=O)n(C)c2=O)c1O
→ -2	.	2	-6	-7	.	.	-12	-1	-1
- O=C(Nc1nc(-c2ccc(-c3ccccc3)cc2)cs1)C1=COCCO1
→ -35	-4	-1	5	1	-1	-25	2	-2	6
- CCC(C)(C)NC(=O)CN(C(=O)CNS(=O)(=O)c1ccccc1)c1ccccc1
→ 12	-2	3	0	-2	2	-15	4	0	-4
- CC(C)NC(=O)c1ccccc1N(Cc1ccccc1)S(C)(=O)=O
→ -13	-5	0	9	-4	2	-53	0	-2	8
- CCOC(=O)C1(Cc2ccccc2C(F)(F)F)CCN(C2CCSC2)CC1 (stereo unspecified)
→ -12	-2	-2	-2	0	-3	-23	13	-1	-3
- c1ccc2[nH]c3cc4ncnc4cc3nc2c1
→ -53	4	-7	?	30	-2	-62	-6	-15	39
- Cc1csc(=O)n1CC(=O)OCC(=O)N(CC(C)C)c1c(N)n(Cc2ccccc2)c(=O)[nH]c1=O
→ 3	.	2	2	-2	.	.	9	0	1
- O=C(CCC(=O)N1CCN(c2ccccn2)CC1)Nc1nnc(C2CCCCC2)s1
→ -1	-1	-3	14	.	2	-15	-4	-3	-3
- COC(=O)CNC(=O)COC(=O)/C=C/c1ccccc1[N+](=O)[O-]
→ -26	-1	1	4	1	1	-41	-14	-3	-2
- CC(=O)NC(CCS(C)(=O)=O)C(=O)Nc1c(C)cccc1C (stereo unspecified)
→ 1	-1	-6	17	5	1	-31	1	-2	2
- Cc1ccc(OCCCN2CCOCC2)cc1
→ -20	-3	1	6	22	-3	-5	8	-1	-3
- COc1ccc(Cl)cc1CN1C(=O)NC2(CCCCCC2)C1=O
→ -11	-2	-2	9	1	1	21	-45	2	1
- NC(=O)c1ncn([C@@H]2O[C@H](CO)[C@@H](O)[C@H]2O)n1
→ 20	13	1	-1	4	4	-23	-1	1	1
- O=C1C2C(C(=O)N1Cc1ccco1)C1C=CC2C12CC2 (stereo unspecified)
→ 31	-4	0	0	-4	-4	-9	7	-4	0
- CCN(CC)CCn1c(=N)n(CC(=O)c2ccc(Br)s2)c2ccccc21
→ 26	7	-4	6	.	1	-1	13	2	4
- CCO[C@@H]1OC(C(=O)Nc2ccccc2)=C[C@H](c2ccc(C(F)(F)F)cc2)[C@H]1CCCO
→ 18	4	-2	0	7	2	-3	-5	-1	-1
- C=CCNC(=O)/C=C/c1ccc(C(C)C)cc1
→ -129	13	0	43	-1	-3	-86	-1	-2	29
- N#Cc1ccc(CSC2=NCCN2)cc1
→ -50	4	3	-2	7	-2	-46	0	-2	1
- O=C(NNS(=O)(=O)c1ccc(Br)cc1)c1csnn1
→ .	-7	.	.	-2	-1	-5	.	.	.
- COC(=O)c1ccccc1SC1CC(=O)N(c2cccc(C)c2)C1=O (stereo unspecified)
→ 9	-2	3	0	-4	3	9	-1	.	0
- O=C(NCc1ccccn1)C(=O)NCc1ccccn1
→ -16	-1	5	-29	-1	-4	-24	-13	0	-16
- COc1ccc(C2(CNC(=O)c3cccc([N+](=O)[O-])c3)CCOCC2)cc1
→ -2	3	1	3	2	-6	-5	1	0	-11
- COc1ccc(/C=C2\SC(=S)N(CCCCCC(=O)Nc3cc(C)on3)C2=O)cc1OC
→ 5	0	0	-5	-1	-3	-13	0	-1	3
- O=C(NN1CCOCC1)c1ccc(Cl)c([N+](=O)[O-])c1
→ -26	-7	-1	-2	1	2	-4	0	-2	-4
- Cc1c(C(=O)Nc2ccc(Cl)cc2)c2ccccn2c1C(=O)c1ccc(F)cc1
→ -8	4	-2	12	2	-2	-19	4	-3	7
- COc1ccc(CCNC(=O)c2cc(-c3cc(C)ccc3O)n[nH]2)cc1OC
→ 10	-2	-1	-5	5	9	-47	-5	.	-6
- CN(C)c1cccc(NC(=O)c2ccco2)c1
→ -59	-6	-3	21	2	-2	-61	-2	-2	-6
- COC(=O)CCC(C)N1CCC(Oc2ccc(C(=O)N3CCCC3)cc2)CC1 (stereo unspecified)
→ 9	6	-1	-5	1	-1	-15	-1	-2	1
- N#CCCN(C(=O)Cn1nc(C(=O)O)c2ccccc2c1=O)c1ccccc1
→ 6	5	-2	-2	4	-4	-17	4	0	-3
- O=C(Oc1ccc2ccccc2c1)c1ccccc1
→ -24	1	2	19	-5	4	-13	-2	-2	11
- Fc1ccccc1CSc1nncn1NC/C=C/c1ccccc1
→ 6	-1	3	18	-3	-8	-23	-6	1	18
- CC1(C)CC(=O)N(c2ccc(Cl)cc2Cl)C(=O)C1
→ 4	0	0	-4	-4	-5	-40	4	-2	-3
- C#CCSc1nnnn1-c1ccc(OCC)cc1
→ 18	3	4	0	-2	2	-15	-4	9	-4
- CC(=O)NCC(=O)OCC(=O)N1c2ccccc2Sc2ccccc21
→ -17	-2	2	-28	-3	1	1	2	0	-11
- Oc1ccccc1-c1cc(C(F)(F)C(F)F)nc(-c2ccccc2)n1
→ .	-8	-2	.	-1	0	1	-3	-3	.
- O=C(CCN1C(=O)/C(=C/c2ccc(F)cc2)SC1=S)NC1C=CS(=O)(=O)C1 (stereo unspecified)
→ -73	3	2	6	4	0	-4	6	-1	0
- CN(CCNC(=O)CN1C(=O)CSc2ccc(S(=O)(=O)N3CCCC3)cc21)Cc1ccccc1
→ -20	3	-2	-4	4	0	-4	5	-3	-8
- COc1cc2ccccc2cc1C(=O)Nc1cc(C)ccn1
→ -94	11	3	31	-4	-3	-86	-2	-2	18
- C=CCN1C(=S)CC(c2ccccc2)=Nc2ccccc21
→ -8	-6	1	-9	-6	1	-41	-4	-2	6
- Cc1ccc(-c2noc(CCC(=O)NC3CCCC3)n2)cc1
→ -7	-1	0	5	-3	1	-44	-8	-2	2
- C(=N\N1CCN(c2ccccc2)CC1)/c1ccccc1
→ -123	-4	-2	22	-6	-2	-18	-5	-2	16
- CCOC(=O)c1cnc2ccc(OC)cc2c1NCCc1ccc(OC)c(OC)c1
→ -8	4	1	6	-9	0	0	-7	.	0
- Cc1ccc(Cl)c(OCC(=O)Nc2ccc3c(c2)OCCO3)c1
→ -146	-2	-1	5	-1	-1	-180	-6	-3	11
- O=C(Nc1ccc(NC(=O)c2ccco2)nc1)c1cccnc1
→ -75	-7	-3	27	2	4	-104	1	1	12
- COc1cccc(C(=O)NN2CCOCC2)c1
→ -7	.	1	29	11	.	.	-6	-1	4
- CC(C)(Oc1ccc(Cl)cc1)C(=O)NC1CCSC1=O (stereo unspecified)
→ -27	2	3	-1	-5	-2	8	-12	-2	-5
- CCCSc1nc(-n2ncc(C#N)c2N)c2c3c(sc2n1)CCC(C)C3 (stereo unspecified)
→ -6	1	0	0	-1	2	-3	-8	-2	-7
- CNC(=O)c1ccc(NC(=O)Cc2ccc(S(=O)(=O)N3CCOCC3)s2)cc1
→ 0	.	0	-5	2	.	.	2	-1	-5
- CCCCCC(=O)Nc1ccc(C(=O)COC(=O)c2ccccn2)cc1
→ -4	.	-6	12	-5	.	.	8	.	6
- CCCCSc1nc2sc3c(c2c(=O)n1-c1ccccc1)CCN(C)C3
→ 3	-3	-4	-12	-4	1	-30	3	-1	1

# More records follow:
# Under each structure – aSyn 5UTR inh	IEC-6 tox	GSK3beta inhib	HSF-1 act	DYRK1A inh	HSP90 refold inh	KLF5 inhibitor	Platelet DG rel	GSK3A inh	HSF1 inh
- Cc1cc(C)c(S(=O)(=O)ON2C(=O)c3ccccc3C2=O)cc1C
→ -36	-5	4	62*	8	-2	-54	11	7	42
- CCc1ccccc1NC(=O)N1CCc2ccccc21
→ -4	0	2	19	8	2	-18	-1	-2	4
- CCOC(=O)c1cc2c(=O)n3ccccc3nc2n(CC(C)C)c1=NC(=O)c1ccco1
→ 22	5	-2	17	1	4	-17	-6	0	-5
- COCCNC(=O)C(=O)NNC(=O)COc1ccc(OC)cc1
→ 0	2	0	19	3	4	-10	-3	-2	0
- c1ccc2[nH]c(CSc3nccs3)nc2c1
→ -79	5	-3	1	-5	3	-51	-4	2	-2
- N#C/C(=C\N1CCCCC1)S(=O)(=O)c1ccc(Cl)cc1
→ 5	1	2	3	.	1	-23	10	0	8
- Cc1sc2ncn(CC(=O)NCC3COc4ccccc4O3)c(=O)c2c1S(=O)(=O)N1CCOCC1 (stereo unspecified)
→ -3	-4	0	-15	0	-2	-24	1	-1	-9
- CC(/C=C/c1ccc2c(c1)OCO2)=N\NC(=O)c1cccc([N+](=O)[O-])c1
→ 21	6	0	-4	-5	2	5	6	3	-2
- Cc1ccc(NC(=O)NNC(=O)COc2ccc(Cl)cc2)cc1
→ 1	.	-3	-9	-2	.	.	8	-1	2
- COc1ccc(C(=O)NCC(=O)OCc2csc(-c3ccccc3)n2)cc1
→ -24	-2	1	1	-10	5	-33	12	-6	7
- CC(=O)c1cccc(NC(=O)N2CC(C)OC(C)C2)c1 (stereo unspecified)
→ -8	2	0	-7	-15	-1	-20	-8	0	3

# The list is partial; count on the stated rates, not on these rows.
